# TRPC6 inh – inhibitors of mouse TRPC6 channel | AID 2553 | B-score at 10 µM | HEK293-TRPC6, membrane potential dye, ACh-evoked depolarization; active compounds read low | 310,000 compounds, 1.1% hits | Q61143;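 active means B-score under library mean minus 3 SD, initial fluorescence not abnormally high, positive integrated signal ratio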;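 further: B-score derived from integrated fluorescence ratio over the kinetic read; more negative B-score means stronger inhibition of depolarization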
# Target sequence (Q61143 whole entry, looked up): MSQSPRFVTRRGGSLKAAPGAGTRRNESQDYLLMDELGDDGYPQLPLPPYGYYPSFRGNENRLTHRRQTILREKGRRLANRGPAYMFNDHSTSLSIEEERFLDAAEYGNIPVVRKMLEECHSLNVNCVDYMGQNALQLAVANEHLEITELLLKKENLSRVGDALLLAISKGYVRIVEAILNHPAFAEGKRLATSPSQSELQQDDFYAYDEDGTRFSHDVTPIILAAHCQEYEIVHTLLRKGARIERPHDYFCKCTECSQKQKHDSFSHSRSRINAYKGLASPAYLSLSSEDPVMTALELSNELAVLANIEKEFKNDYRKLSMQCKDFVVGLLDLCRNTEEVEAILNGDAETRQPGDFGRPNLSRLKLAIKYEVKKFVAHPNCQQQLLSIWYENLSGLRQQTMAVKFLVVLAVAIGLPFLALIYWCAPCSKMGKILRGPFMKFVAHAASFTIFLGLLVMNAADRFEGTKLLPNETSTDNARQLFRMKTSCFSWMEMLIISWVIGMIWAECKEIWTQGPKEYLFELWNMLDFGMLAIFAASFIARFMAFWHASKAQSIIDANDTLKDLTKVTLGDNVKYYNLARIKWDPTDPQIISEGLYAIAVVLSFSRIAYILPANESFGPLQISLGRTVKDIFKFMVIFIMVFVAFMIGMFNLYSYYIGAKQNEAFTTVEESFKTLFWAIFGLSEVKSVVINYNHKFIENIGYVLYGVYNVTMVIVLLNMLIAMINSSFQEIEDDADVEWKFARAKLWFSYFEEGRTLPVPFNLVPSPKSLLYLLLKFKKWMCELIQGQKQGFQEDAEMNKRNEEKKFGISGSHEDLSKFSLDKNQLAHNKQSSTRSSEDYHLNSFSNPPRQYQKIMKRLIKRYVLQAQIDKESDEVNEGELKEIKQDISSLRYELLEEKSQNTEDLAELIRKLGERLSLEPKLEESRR
# TRPC4 agonist – opens the mouse TRPC4 cation channel | HEK293 TRPC4beta/mu-opioid, Fluo4 calcium fluorescence; active compounds read high | B-score at 10 µM | 310,000 compounds, 0.49% hits;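 active means B-score above 5 SD of library B-scores, and initial fluorescence ratio not above library mean plus 5 SD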;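 further: positive B-score marks a calcium rise read as TRPC4 activation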
#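 System – HEK293 cells stably co-expressing mouse TRPC4beta and mu-opioid receptor · Signal – Fluo4 calcium-sensitive dye fluorescence, kinetic, 1 Hz baseline · Benchmarks – buffer (low) and maximal DAMGO (high) · Read-out – B score of integrated fluorescence ratio per well · Incubation – dye loading 45 min room temperature, 110 s kinetic read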
# HIF activator – HIF pathway transcriptional activation. U2OS HRE-luciferase reporter, luminescence; normalized: DMSO 0%, desferrioxamine 100%. AID 1910. activation, % at 7.5 µM (by protocol). 300,000 compounds, 0.32% hits;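 active means mean activation of at least 10% of the iron chelator positive control signal, with at least half of replicates also reaching 10%; inconclusive means mean and replicate majority disagree about reaching 10%; inactive means mean and most replicates under 10%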
# MrgX1 allo act – allosterically activates human MrgX1 receptor signaling; Q96LB2; MrgX1-HEK293, Fluo-4 calcium flux, FDSS; active compounds read high; B-score at 10 µM; 310,000 compounds, 0.63% hits; AID 588675;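 active means plate-corrected calcium response at least 3 library SD above typical, normal starting fluorescence, not activating the receptor alone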;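 further: compound read alongside a low EC10 to EC30 dose of BAM8-22 agonist; peak minus trough fluorescence over baseline measured at the second addition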
# AI-2 QS mod – modulators of Vibrio harveyi AI-2 quorum sensing system | Vibrio harveyi JMH597 AI-2 luminescence/OD600 ratio, 9 h; active compounds read low; strain lacks LuxN and CqsS sensors; 0 = neutral-control median | activity change, % at 7.5 µM | 300,000 compounds, 0.4% hits | AID 2094; in the data active means activity change below about -75%, passing the limit was not always enough; inconclusive means no clear call, values can overlap the other calls;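 further: luminescence divided by OD600 gain over 9 h not by final OD600 alone; inactives centre near 13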
# MrgX1 agonist – human MrgX1 receptor agonism, primary screen; 310,000 compounds, 0.44% hits; MrgX1-HEK293 cells, Fluo-4 calcium fluorescence, agonist mode; active compounds read high; AID 588627; B-score at 10 µM; Q96LB2;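 active means calcium response B-score plate-corrected fluorescence ratio at least 3 library SD, with starting fluorescence B-score inside 5 SD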
#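 times = overnight plating, then 30 min 37 °C plus 30 min room-temperature dye loading | assay system = stable human MrgX1 HEK293 cell line | input = fifteen thousand cells per well | signal = kinetic calcium dye fluorescence, Fluo-4 NW | dosing = compound delivered in addition one of three | read-out = B-scored fluorescence response ratio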
# PolyA inh – inhibitors of polyadenylation in S. cerevisiae; calls only at 12 µM; S. cerevisiae SKY197-pL101 polyadenylation reporter, beta-gal luminescence; efflux-impaired pdr1/pdr3 knockout yeast; score 100 = 6 SD above DMSO; AID 1875; 300,000 compounds, 0.02% hits;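 active means lowest replicate activity score at least 50, where 100 means six control SD above control mean; inconclusive means lowest score under 50 but half or more replicates reach 50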;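 further: yeast exposed to compound for 9 h at 30 °C; higher score means more reporter readthrough which indicates perturbed polyadenylation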
# TRPC6 activator – activators of mouse TRPC6 channel | Q61143 | HEK293-TRPC6 membrane potential dye fluorescence; active compounds read high | B-score at 10 µM | 310,000 compounds, 0.13% hits;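 active means B-score of the integrated fluorescence ratio above library mean plus 3 SD, and starting fluorescence ratio within library mean plus 5 SD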;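 further: higher score means more depolarization so channel activation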
# TRPC4 inh – blocks the mouse TRPC4 cation channel; Q9QUQ5; HEK293 TRPC4beta/mu-opioid, DAMGO-evoked Fluo4 calcium flux; active compounds read low; B-score at 10 µM; 300,000 compounds, 0.39% hits; AID 2247;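 active means B-score over 3 SD under the library average, no early fluorescence shift, positive overall ratio signal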
#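 Assay system: HEK293 cells with stable TRPC4beta plus mu-opioid receptor expression; Probe or stimulus: DAMGO in two steps, submaximal then maximal; Dosing: single-point compound dosing; Measured by: Fluo4 calcium-dye fluorescence, kinetic read; Read-out basis: B score from integrated Fluo4 fluorescence ratio.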
# TRPC4 potent – allosterically enhances the mouse TRPC4 cation channel; Q9QUQ5; HEK293 TRPC4beta/mu-opioid, DAMGO EC20, Fluo-4 Ca2+ flux; active compounds read high; B-score at 10 µM; 310,000 compounds, 0.42% hits;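 active means B-score of calcium response area above 5 SD of library B-scores, with initial fluorescence ratio within 5 SD of library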;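 further: B-score of integrated fluorescence ratio over time as area under calcium response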
# MrgX1 antagonist – blocks BAM8-22 activation of human MrgX1 receptor; MRGX1-HEK293 calcium flux, Fluo-4, BAM8-22 antagonism; active compounds read low; B-score at 10 µM; 310,000 compounds, 1.3% hits;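 active means calcium-response B-score plate-corrected more than 3 library SD below zero, starting fluorescence within 5 deviations, no agonist response on first addition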;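 further: peak minus trough fluorescence over baseline after final BAM8-22 challenge near maximal dose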
# The depositor's hits bear a star; i = inactive; ? = inconclusive; / = not tested or not shown. Only part of the results is shown; the hit share may differ from the screen's.
SMILES,TRPC6 inh,TRPC4 agonist,HIF activator,MrgX1 allo act,AI-2 QS mod,MrgX1 agonist,PolyA inh,TRPC6 activator,TRPC4 inh,TRPC4 potent,MrgX1 antagonist
O=C1c2ccccc2S(=O)(=O)c2cc(C(=O)N3CCC(N4CCCC4)CC3)ccc21,i,i,0.0,i,5,i,i,i,i,i,i
O=C(CN1CCNC(=O)C1)NCCc1ccc(Cl)cc1Cl,i,i,-0.1,i,0,i,i,i,i,i,i
COCc1cc(=O)n2[nH]c(C)cc2n1,i,i,0.0,i,10,i,i,i,i,i,i
O=C(/C=C/c1cccc(Cl)c1)OCc1cn2cc(Cl)ccc2n1,i,i,-0.4,i,9,i,i,i,i,i,i
O=C(COC(=O)c1ccc2c(c1Cl)C(=O)c1ccccc1C2=O)NC1CCCCC1,i,i,0.2,i,9,i,i,i,i,i,i
O=S(=O)(Nc1ccc(-c2ccc(N3CCOCC3)nn2)cc1)c1ccc(Cl)c(Cl)c1,i,i,-0.1,i,40,i,i,i,i,i,i
O=C(CSc1nnc(-c2cccnc2)o1)Nc1cccc(F)c1,i,i,2.3,i,10,i,i,i,i,i,i
C/C(CC(C)(C)c1ccccc1)=N\NS(=O)(=O)c1ccccc1,i,i,0.0,i,57,i,i,i,i,i,i
CCCC(c1nnnn1C1CCCC1)N1CCN(C(=O)c2ccco2)CC1 (stereo not given),i,i,0.2,i,12,i,i,i,i,i,i
COc1ccc2[nH]c(=O)c(CN(C(=O)c3ccncc3)C(C)(C)C)cc2c1,i,i,-0.1,i,44,i,i,i,i,i,i
CC(C)C1Oc2ccccc2N(CC(=O)N(Cc2ccccn2)C2CC2)C1=O (stereo not given),i,i,-0.6,i,-2,i,i,i,i,i,i
COc1ccccc1NC(=O)/C(C#N)=C/C=C/c1ccco1,i,i,1.3,i,/,i,i,i,i,i,i
CCOC(=O)CN(c1ccccn1)S(=O)(=O)c1ccccc1,i,i,0.2,i,21,i,/,i,i,i,i
O=C(NCc1ccco1)C1CC(=O)N(CCc2ccccc2)C1 (stereo not given),i,i,-0.5,i,13,i,i,i,i,i,i
CCOc1ccc(C(CC(=O)O)NC(=O)Cc2ccc(Cl)cc2)cc1 (stereo not given),i,i,0.9,i,12,i,i,i,i,i,i
COc1ccc(/C=C2\SC(=S)N(Cc3cccnc3)C2=O)cc1C,i,i,0.1,i,6,i,i,i,i,i,i
CN1CCCC(OC(=O)COc2ccc(Br)cc2)C1 (stereo not given),i,i,-0.2,i,4,i,i,i,i,i,i
O=C(Cn1cnc([N+](=O)[O-])n1)N/N=C/c1ccccc1O,i,i,5.8,i,?,i,i,i,i,i,i
O=C(Nc1ccc2nc(-c3ccc(Br)o3)[nH]c2c1)c1ccco1,i,i,3.3,i,6,i,i,i,i,i,i
CCN(c1ccc(OC)cc1)S(=O)(=O)c1ccc(-c2ccc(=O)[nH]n2)o1,i,i,/,i,7,i,i,i,i,i,i
Cc1ccc(NC(=O)C2CCN(S(=O)(=O)c3ccc4c(c3)NC(=O)CO4)CC2)cc1C,i,i,-0.8,i,-3,i,i,i,i,i,i
O=C(NCCCn1ccnc1)c1ccc(Br)o1,i,i,0.0,i,4,i,i,i,i,i,i
CCC1(c2ccc(Cl)cc2)NC(=O)N(CC(=O)NCc2ccc(F)cc2)C1=O (stereo not given),i,i,1.7,i,16,i,i,i,i,i,i
O=C(Nc1nc2c(F)cc(F)cc2s1)c1ccccn1,i,i,10*,i,12,i,i,i,i,i,i
CCCNC(=O)c1ccccc1NC(=O)C1COc2ccccc2O1 (stereo not given),i,i,-3.6,i,5,i,i,i,i,i,i
Cn1c(=O)c2c(SCC(=O)NC3CCCC3)nc(CC(C)(C)C)nc2n(C)c1=O,i,i,-0.5,i,11,i,i,i,i,i,i
CC(=O)Nc1ccc(S(=O)(=O)NCc2ccc(C(=O)NCc3ccc4c(c3)OCO4)cc2)cc1,i,i,-1.0,i,5,i,i,i,i,i,i
COC(=O)Cn1cc(C#N)c2ccccc21,i,i,-0.2,i,20,i,i,i,/,i,i
O=C1CN(C(=O)c2cc3ccccc3oc2=O)C(c2ccc(F)cc2)c2cc(Br)ccc2N1 (stereo not given),i,i,0.1,i,25,i,i,i,i,i,i
Cc1cc2c(c(=O)n1CCN(C)C)C(c1ccncc1)C(C#N)=C(N)O2 (stereo not given),i,i,0.0,i,-1,i,i,i,i,i,i
CCN1CC(c2ccccc2)C(c2ccc(Cl)cc2)=N1 (stereo not given),i,i,0.6,i,17,i,i,i,i,i,i
CO/N=C/c1ccc(N2CCCC2)c([N+](=O)[O-])c1,i,i,0.9,i,-8,i,i,i,i,i,i
Cc1nnc(SCC(=O)NCc2ccccc2Cl)n(N)c1=O,i,i,0.7,i,-12,i,i,i,i,i,i
Cc1nn(C)cc1/C=N/NC(=O)C(C)(C)Oc1ccc(Cl)cc1,i,i,0.2,i,2,i,i,i,i,11*,i
Cc1ccc(N(CC(O)CN2C(=O)NC(C)(C)C2=O)S(=O)(=O)c2ccc([N+](=O)[O-])cc2)cc1 (stereo not given),i,i,-0.3,i,4,i,i,i,i,i,i
O=C(CSc1nnc2ccccn12)NC(=O)NC1CCCC1,i,i,-0.3,i,21,i,i,i,i,i,i
CCCC(=O)N1CC(=O)Nc2ccc(F)cc2C1c1ccccc1 (stereo not given),i,i,-0.3,i,6,i,i,i,i,i,i
Cc1cc(O)c(-c2ccno2)cc1Cl,i,i,-0.3,i,9,i,i,i,i,i,i
O=C(CN1N=C(c2ccc(Cl)cc2)CCC1=O)NCc1cccs1,i,i,0.1,i,25,i,i,i,i,i,i
COc1ccc(CCN(C)Cc2cccc3ccccc23)cc1OC,i,i,0.9,i,3,i,i,i,i,i,i
O=C(O)c1ccc(-c2ccc(O)c(F)c2)cc1,i,i,-0.5,i,32,i,i,i,i,i,i
CCOC(=O)C1C(=O)NCC1c1ccccc1 (stereo not given),i,i,-0.3,i,4,i,i,i,i,i,i
O=S(=O)(c1ccc2c(c1)OCO2)N1CCN(c2nnnn2-c2ccccc2)CC1,i,i,-0.5,i,9,i,i,i,i,i,i
CCOc1ccc(C2c3c(oc4ccccc4c3=O)C(=O)N2CCCN2CCOCC2)cc1 (stereo not given),i,i,0.3,i,16,i,i,i,i,i,i
CCOc1ccccc1NC(=O)C(=O)NCCC1=CCCCC1,i,i,0.2,i,17,i,i,i,i,i,i
O=C(Nc1cc(Cl)ccc1-n1cncn1)c1ccc(Br)o1,i,i,1.2,i,11,i,i,i,i,i,i
CC(C)(C)c1nc2ccc(NS(=O)(=O)c3ccc(F)c(F)c3F)cc2[nH]1,i,i,-0.5,i,20,i,i,i,i,i,i
COc1ccccc1CNC(=O)COC(=O)c1nccnc1N,i,i,-0.2,i,19,i,i,i,i,i,i
Cc1cc(C)n2cc(CSc3nc4ccccc4s3)nc2n1,i,i,2.3,i,-3,i,i,i,i,i,i
Nc1nc(-c2ccc(-n3nncc3-c3ccco3)cc2)cs1,i,i,-0.4,i,5,i,i,i,-5*,i,i
Cn1c(=O)c2c(nc(CN3CCN(c4ccccc4)CC3)n2CCCc2ccccc2)n(C)c1=O,i,i,-0.3,i,20,i,i,i,i,i,i
O=C(O/N=C\c1ccc(N2CCOCC2)c([N+](=O)[O-])c1)c1ccc(F)cc1,i,i,0.1,i,21,i,i,i,i,i,i
Cc1c(Cl)cccc1NC(=O)CSc1nnc(C)n1-c1ccccc1,i,i,-0.3,i,-2,i,i,i,i,i,i
COc1ccc(N2C(=O)C3CCCN3C2c2ccccc2Cl)cc1 (stereo not given),i,i,-0.2,i,34,i,i,i,i,i,i
O=C(C1COc2ccccc2O1)N1CCN(c2ccc(F)cc2)CC1 (stereo not given),i,i,-0.1,i,9,i,i,i,i,i,i
Cc1cc(C)n2c(SCC(=O)NC3CCCC(C)C3C)nnc2n1 (stereo not given),i,i,0.1,i,27,i,i,i,i,i,i
CCCc1cc(C(=O)NC(C)C2CCCO2)cs1 (stereo not given),i,i,0.3,i,5,i,i,i,i,i,i
O=C(c1ccccc1)N1CCSC1=S,i,i,-0.8,i,6,i,i,i,i,i,i
O=C(c1cc(-c2ccc(O)cc2)on1)N1CCOCC1,i,i,1.2,i,2,i,i,i,i,i,i
COc1cc2c(cc1OC)C(c1ccsc1)CC(=O)N2 (stereo not given),i,i,0.0,i,10,i,i,i,i,i,i

# Fetched by compound from the entries so far, three records:
SMILES,TRPC6 inh,TRPC4 agonist,HIF activator,MrgX1 allo act,AI-2 QS mod,MrgX1 agonist,PolyA inh,TRPC6 activator,TRPC4 inh,TRPC4 potent,MrgX1 antagonist
CC(C)(C)c1nc2ccc(NS(=O)(=O)c3ccc(F)c(F)c3F)cc2[nH]1,i,i,-0.5,i,20,i,i,i,i,i,i
O=S(=O)(c1ccc2c(c1)OCO2)N1CCN(c2nnnn2-c2ccccc2)CC1,i,i,-0.5,i,9,i,i,i,i,i,i
Cc1c(Cl)cccc1NC(=O)CSc1nnc(C)n1-c1ccccc1,i,i,-0.3,i,-2,i,i,i,i,i,i

# (continued)
SMILES,TRPC6 inh,TRPC4 agonist,HIF activator,MrgX1 allo act,AI-2 QS mod,MrgX1 agonist,PolyA inh,TRPC6 activator,TRPC4 inh,TRPC4 potent,MrgX1 antagonist
COc1ccc2o/c(=N\O)c(C(=O)Nc3ccccc3OC)cc2c1,i,i,0.3,i,-5,i,i,i,i,i,i
COC(CNC(=O)c1cc(S(=O)(=O)N2CCc3ccccc32)ccc1F)OC,i,i,1.5,i,10,i,i,i,i,i,i
O=C(Nc1ccc(F)cc1F)c1cccc(C(=O)Nc2ccc(F)cc2F)n1,i,i,-1.1,i,-1,i,i,i,i,i,i
CCOC(=O)c1c(NC(=O)Nc2ccc(Cl)cc2)sc(C)c1C,i,i,-2.1,i,3,i,i,i,i,i,i
[O-]/C(=C(\C(=S)Nc1cccc2ccccc12)[n+]1ccccc1)c1cccs1,i,i,55*,i,27,i,i,i,i,i,i
